AmpC no deterg: AmpC beta-lactamase inhibition without detergent; AmpC nitrocefin hydrolysis, absorbance 480 nm, 0.0001% Triton; hit rate 0.52% among 330,000; Potency, µM (doses to about 57.1 µM), for inactives: at the top dose activity change, negative = inhibition, most hits filed as inhibitors;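 further: potency means the concentration at half of the fitted maximal effect; plate controls were no compound for no effect and no enzyme for full effect; nearly all actives have a fitted effect of over 20% in size; some results filed as inactive show a strong effect at the top dose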
Target sequence (P00811 whole entry, looked up): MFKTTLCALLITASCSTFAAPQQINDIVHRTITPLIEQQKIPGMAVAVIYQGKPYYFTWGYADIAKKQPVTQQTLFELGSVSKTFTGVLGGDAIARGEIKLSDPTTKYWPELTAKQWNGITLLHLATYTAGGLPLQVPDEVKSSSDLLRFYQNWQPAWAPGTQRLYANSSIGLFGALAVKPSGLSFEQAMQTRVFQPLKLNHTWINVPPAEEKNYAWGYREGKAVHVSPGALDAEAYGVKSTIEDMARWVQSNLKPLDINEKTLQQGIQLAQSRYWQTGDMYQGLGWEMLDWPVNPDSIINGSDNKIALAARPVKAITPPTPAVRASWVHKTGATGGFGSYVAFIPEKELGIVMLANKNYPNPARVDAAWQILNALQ
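20 mM phosphate pH 7.0 + 0.01% (detergent screen) or 0.0001% Triton X-100; 5.3 nM AmpC reagent; cpd preinc 15 min RT; nitrocefin (800 uM stock) to start; A480 q20 s × 4 min; Activity was normalised to no-enzyme and no-compound control wells.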
HCMV inh: blocks human cytomegalovirus replication; HFF cells, HCMV-luciferase reporter, 72 h; active compounds read low; activity change, negative = inhibition, % at 57.5 µM; hit rate 4.5% among 410,000; in the data active means activity change below about -60%; inconclusive means no clear call, values can overlap the other calls; inactive means above about -39%
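Screen run at 2 compound doses on HFFs infected with reporter HCMV, MOI 1 PFU/cell. Luciferase activity from cell lysates at 72 h post infection gave inhibition relative to buffer-only and Salinomycin wells.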
Sm TGR block: inhibitors of Schistosoma mansoni thioredoxin glutathione reductase | purified TGR, DTNB reduction, TNB absorbance 405 nm | Potency, µM (highest dose often 114 µM), for the others: at the highest dose activity change, negative = inhibition, hits mostly inhibitors | Q962Y6 | hit rate 3% among 360,000 | AID 485364; further: potency means the concentration at half of the fitted maximal effect; nearly all actives have a fitted effect of over 60% in size
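First, TGR (20 nM dispensed) and NADPH were mixed with compound. Second, a 15 min room-temperature incubation followed. Third, further NADPH and then DTNB were added to start the reaction. Finally, TNB absorbance was monitored kinetically.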
FBPA Giardia inh: inhibitors of Giardia lamblia fructose-1,6-bisphosphate aldolase; Potency, µM (doses to about 59.6 µM), inactives show at the highest dose activity, negative = inhibition, most hits filed as inhibitors; hit rate 0.71% among 290,000; purified Giardia FBPA; further: potency means the concentration at half of the fitted maximal effect; nearly all actives have a fitted effect of over 55% in size
Target sequence (A8B2U2 whole entry, looked up): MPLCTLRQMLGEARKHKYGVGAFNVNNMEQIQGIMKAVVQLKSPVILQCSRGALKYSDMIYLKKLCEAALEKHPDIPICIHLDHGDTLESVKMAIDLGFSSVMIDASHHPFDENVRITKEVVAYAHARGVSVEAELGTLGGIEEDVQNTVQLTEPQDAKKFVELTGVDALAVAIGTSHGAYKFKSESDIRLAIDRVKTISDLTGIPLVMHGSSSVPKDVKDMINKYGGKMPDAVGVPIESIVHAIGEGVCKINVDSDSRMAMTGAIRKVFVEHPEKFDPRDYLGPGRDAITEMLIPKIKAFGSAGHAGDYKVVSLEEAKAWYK
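Giardia FBPA (40 nM reagent) was preincubated 10 min at RT with compound (up to 57.5 uM final), then substrate plus GAPDH/TPI/NAD/arsenate coupling system with diaphorase/resazurin was added; resorufin fluorescence (525/598 nm) was read after 20 min.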
AMA1 RON2 block: disrupts binding of P. falciparum AMA1 to RON2; AlphaScreen AMA1-biotinylated RON2 peptide binding; Potency, µM (top dose mostly 58.2 µM), inactives show at the top dose activity change, negative = inhibition, hits mostly inhibitors; hit rate 0.2% among 360,000; AID 720542;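 further: potency means the concentration at half of the fitted maximal effect; 0% = vehicle wells and -100% = peptide control; nearly all actives have a fitted effect of over 45% in size; some results filed as inactive show a strong effect at the top dose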
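AMA1 (3D7) with his tag at 25 nM final met compounds first, then biotinylated RON2 peptide at 25 nM; detection used donor plus acceptor beads, 10 µg/mL apiece, read by AlphaScreen after 30 min at room temperature.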
AmpC detergent: inhibitors of E. coli AmpC beta-lactamase with detergent; P00811; AmpC hydrolysis of nitrocefin, absorbance 480 nm, 0.01% Triton; Potency, µM (highest dose often 114 µM), without a hit: at the highest dose activity change, negative = inhibition, actives largely listed as inhibitors; hit rate 0.041% among 370,000;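 further: potency means the concentration at half of the fitted maximal effect; 0% = no-compound wells and -100% = no-enzyme wells; nearly all actives have a fitted effect of over 25% in size; some results filed as inactive show a strong effect at the top dose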
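AmpC (5.3 nM in the dispensed reagent) in 20 mM phosphate pH 7.0 with 0.01% (detergent screen) or 0.0001% Triton X-100 was preincubated with compounds for 15 min at room temperature. Nitrocefin was then added from an 800 uM solution, and hydrolysis was followed at 480 nm.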
* marks the source's active call; other numbers are inactive results; ? = inconclusive; / = not tested or not shown; & = joins results of further samples; [ ] = remark or other dose. Unless noted, the call rests on the fitted dose curve; in most records, active means well fitted curve in the direction sought with a large enough effect; inconclusive means small, poorly fitted or top-dose-only effect, or another doubt; inactive means no such curve, though single readings can be large; an effect the other way counts as inactive or inconclusive. Unless noted, on the % scale 0 is the no-effect control and ±100 the full control effect.

compound,Sm TGR block,AmpC detergent,AMA1 RON2 block,HCMV inh,AmpC no deterg,FBPA Giardia inh
CC(C)(C)c1ccc(C2(C)NC(=O)N(CC(=O)c3ccc[nH]3)C2=O)cc1 (centres undefined),-17%,-8%,-1%,2,-21%,/
O=c1[nH]c(C2CCN(S(=O)(=O)c3ccc(S(=O)(=O)NC4CC4)cc3)CC2)nc2c1nnn2Cc1cccc(F)c1,17%,2%,3%,-40,-14%,-6%
c1ccc(-n2nnnc2-c2cnc(-c3ccncc3)nc2-c2cccs2)cc1,-6%,?,-22%,-22,54%,-11%
CCC1=C(OC(=O)N(CC)CC)N2C(=O)OC(=NCCc3c[nH]c4ccccc34)[C@]2(C)[C@H]2C1=CC[C@H]1C(=O)N(C)C(=O)[C@H]12,-1%,-5%,-22%,0,160%[activator],-9%&-4%
CCOC(=O)c1cnc2c(ccc3ccccc32)c1N,-21%,-15%,6%,46,-17%,-2%
CCOc1ccc(Oc2nc(NCC(C)C)nc(N(C)C)n2)nn1,-4%,12%,4%,121,5%,-1%
CCC1CCCCN1C(=O)CSc1nnc(-c2ccc(Cl)s2)o1 (centres undefined),7%,6%,-2%,60,33%,6%
CN(Cc1ccccc1)C(=O)COC(=O)c1ccccc1SCC(=O)N1CCCC1,-5%,-13%,-3%,-61*,32%,/
Nc1ccc(C2(c3ccc(N)cc3)c3ccccc3-c3ccccc32)cc1,7%,-1%,-17%,-91*,-1%,20%
NC(=O)CC[C@H](NC(=O)c1ccc(F)cc1)C(=O)OCC(=O)Nc1ccc(N2CCOCC2)cc1,-19%,4%,-17%[2.32 µM],-36,-19%,-2%
CCOc1ccc(NC(C)=O)cc1,5%,-6%,-11%,-9,-18%,3%
Cc1ccc(-n2sc3ccccc3c2=O)cc1S(=O)(=O)N1CCCCC1,-20%,-13%,-10%,-19,-54%,?
Cc1ccc(C)c(Cn2c(=O)n(-c3ccc(CC(=O)NCc4ccco4)cc3)c(=O)c3sccc32)c1,-19%,?,-10%,?,11µM*,1%
CNc1ccncc1S(=O)(=O)NC,-1%,?,-1%[2.32 µM],-21,-14%,2%
COc1ccc(-n2nc3cc(N)c(Br)cc3n2)cc1,4%,?,-5%,230,-29%,1%
Cc1ccc(S(=O)(=O)N(NC2=NS(=O)(=O)c3ccccc32)C(=O)c2ccccc2)cc1,3%,1%,-4%,7,0%,7%
O=C(CN1C(=O)c2ccccc2C1=O)Nc1cccnc1,-5%,?,8%,16,-9%,-3%
O=C1c2ccccc2S(=O)(=O)N1CC1CC(c2ccccc2Cl)=NO1 (centres undefined),11%,-14%,8%,10,-8%,1%
CC(C(=O)NN=C(c1ccccc1)c1ccccc1)N1CCOCC1 (centres undefined),/,4%,18%,?,69%[activator],3%
C=CCNC(=O)CN1CCC(c2nc3ccccc3[nH]2)CC1,?,-10%,-1%,11,-12%,/
CNC(=O)c1[nH]cnc1C(=O)Nc1ccc(C)cc1,-7%,?,72%[activator],94,-8%,-11%
O=C(Nc1ccccc1-c1ccccc1)NC1CC2CCCC(C1)N2CCc1ccccc1 (centres undefined),0%,-22%,-1%,-29,2%,3%
COc1ccc(N2CCN(C(=O)CNS(=O)(=O)c3ccc(C)c(C)c3)CC2)cc1,-5%,-2%,-23%,3,16%,0%
Cc1ccc(C(=O)c2ccccc2C(=O)OCC(=O)NCCc2ccccc2)cc1,-5%,?,13%,-67*,14%,-19%
CC(OC(=O)c1cc(=O)[nH]c2ccccc12)C(=O)NC1CCCCC1C (centres undefined),1%,-4%,-19%,-31,15%,/
Cc1nccn1CCCN1C(=O)CNC1=S,-4%,-5%,16%,-21,-13%,-3%
N=C1/C(=C/c2cccn2CCOc2ccccc2)C(=O)N=C2SC=C(c3ccccc3)N12,-12%,-1%,-8%,10,?,-11%
COc1ccc(CNc2ncccn2)cc1OC,0%,2%,23%,23,0%[2.29 µM],4%
O=C(CCN1C(=O)c2ccccc2C1=O)NCc1ccc(F)cc1,-1%,?,10%,10,-15%,-8%
COc1cc2c3cc1Oc1cc(ccc1O)C[C@@H]1c4c(cc(OC)c(O)c4Oc4ccc(cc4)C[C@H]3N(C)CC2)CCN1C,-16%,-11%,16%,-10,64%[activator],-16%
Cc1cc(C(=O)Nc2ccc3nc(C)sc3c2)c2ccccc2n1,10%,?,3%,11,2%,2%
Cc1ccc(NC(=O)c2oc3ccccc3c2NC(=O)c2ccc(F)c(F)c2)cc1,-2%,4%,/,-38,/,/
CCOC(=O)c1c(-c2ccc(C)o2)csc1NC(=O)CSc1nnnn1-c1ccccc1,5.6µM*,-12%,-2%,17,11µM*,-10%
C#CCOc1ccc(/C=C2/C(=O)ON=C2C)cc1Cl,-20%,-2%,-6%,43,-10%,0%
CCCCn1c(O)c(N=Nc2ccccn2)c2ccccc21,4%,?,11%,-3,32%,-7%
Cc1cccc(/C=N/NC(=O)c2ccc(NC(=O)c3ccccc3Cl)cc2)n1,-2%,4%,11%,49,-10%,-9%
CCOC(=O)C1=C(c2ccccc2)Nc2ncnn2C1c1ccc(Cl)cc1 (centres undefined),0%,-3%,/,-113*,/,/
Cc1cc(N)n(-c2ccccc2C)n1,8%,5%,1%,1,-22%,-5%
CCc1ccc2c(c1)c(=O)c(S(=O)(=O)c1ccccc1)cn2CC(=O)Nc1cc(C)ccc1C,6%,0%,/,-14,/,/
CCCn1ncc(CN2CCC(CO)(Cc3ccc(OC)cc3)CC2)c1C,4%,1%,-11%,-1,-5%,2%
COc1ccc(C(=O)N2CCC(n3nccc3NC(=O)C3CC3)CC2)c(OC)c1OC,-4%,-14%,-10%,24,-5%,-5%
CCOC(=O)N1CCN(S(=O)(=O)N2CCCC(C(=O)NCc3cccc(OC)c3)C2)CC1 (centres undefined),-5%&6%,1%&7%,-7%,-18&4,53%,/
COc1ccccc1C(=O)NCCn1cc(SCC(=O)Nc2ccccc2F)c2ccccc21,10%,-2%,/,1,/,/
O=C(CN1CCN(c2cccc(C(F)(F)F)c2)CC1)N(C1CC1)C1CCS(=O)(=O)C1 (centres undefined),-9%,-18%,2%,?,37%,/
C=CCC1(O)C(=O)N2C(=C1C(=O)N1CCOCC1)c1ccccc1CC2(C)C (centres undefined),4%,-11%,-4%,34,0%,5%
Fc1ccc(Br)cc1C1C=C(c2ccc(Br)cc2)Nc2nnnn21 (centres undefined),-24%,6%,/,-10,/,/
OC(CN(c1ccccc1)c1ccccc1)Cn1cnc2ccccc21 (centres undefined),2%,18%,-5%,?,36%,-15%
COc1ccc(NC(=O)C2CCN(c3nc(C)nc4c3CCC4)CC2)cc1,4%,-3%,1%,-70*,-1%,1%
O=C(Nc1ccccc1)Nc1n[nH]c2nnc(-c3ccccc3)c(-c3ccccc3)c12,0%,-6%,61%[activator],8,32µM*,?
Cc1nn(Cc2ccccc2Cl)c(C)c1NC(=O)NC12CC3CC(CC(C3)C1)C2,29%,-11%,-6%,58,-4%,11%
Cn1nnnc1Sc1ncnc2scc(-c3ccccc3C(F)(F)F)c12,4µM*,0%,/,-83*,-9%,/
CSc1ccccc1NC(=O)CN(c1cc(C)cc(C)c1)S(C)(=O)=O,0%,?,-14%,28,78%[activator],3%
C/C(Cl)=C\Cn1c(O)c(N=O)c2ccccc21,22%,2%,-25%,?,-8%,12%
O=C(Nc1ccc(Cl)cc1)N1CCCN(Cc2ccc(F)cc2)C1,-3%,?,-4%,49,1%,-3%
CC1(C)Cc2c(cnn2-c2ccccc2)C(=O)/C1=N\NC(=O)c1ccccc1O,-6%,?,-16%,130,-1%,-9%
CCOc1ccc(CCNC(=O)Nc2cccc(OC)c2)cc1OCC,6%,8%,3%,/,-11%,13%
CC1=NOC(=O)/C1=C\c1ccc(-c2ccc(Cl)cc2Cl)o1,-3%,-10%,-16%,-75*,-32%,1%
CCCc1ccc2oc(C(=O)NCc3nnc(C)o3)c(C)c2c1,-6%,?,2%,-35,73%[activator],/
Cc1ccc(CNC(=O)c2ccc(N3Cc4ccccc4Oc4ncccc43)s2)cc1,0%,-6%,/,-4,/,/
CCN(CC)C1=N/C(=C\c2ccc(OC)cc2)C(=O)N1c1ccccc1,7%,-11%,87%[activator],-74*,-22%,-3%

(more compounds)
compound,Sm TGR block,AmpC detergent,AMA1 RON2 block,HCMV inh,AmpC no deterg,FBPA Giardia inh
COc1ccccc1Cn1c(C)nnc1-c1cnn(C)c1N,8%,8%,17%,?,60%,-6%
O=C(Nc1nc2ccccc2s1)C1CC(=O)N(c2ccc(Br)cc2)C1 (centres undefined),-8%,1%,-21%,32,-1%,-8%
CC1(C)OC(=O)N(c2ccccn2)C1(C)O (centres undefined),1%,0%,-1%,5,82%[activator],0%
COc1ccc(NS(=O)(=O)c2cccc(C(=O)NCC(c3ccccc3)N(C)C)c2)cc1 (centres undefined),-7%,-19%,63%[activator],-13,-17%,/
COc1ccc(NC(=S)N2CCN(C(=O)c3ccco3)CC2)c(OC)c1,-20%,1%,0%,-17,-18%,-9%
CC(=O)N1CCN(c2ccc(NS(=O)(=O)c3ccc(C)cc3)cc2)CC1,7%,1%,5%,-19,1%,-7%
CS(=O)(=O)N1CCC(C(=O)Nc2ccccc2)CC1,-14%,-12%,14%,14,-11%,0%
O=C(COc1ccccc1)NNC(=O)c1cccs1,-1%,-10%,0%,-28,-21%,2%
CC1CCCCN1C(=O)NC12CC3CC(CC(C3)C1)C2 (centres undefined),7%,-3%,6%,-6,-7%,1%
CCOc1ccc(C(=O)Nc2ccc(N3CCCC3)cc2)cc1,?,-8%,?,-4,-4%,-12%
CCN1CCc2c(C#N)c(N3CCOCC3)nc(NCc3ccccc3)c2C1,?,?,-5%,3,57%,?
CCc1ccc(C(=O)CSc2n[nH]c(C)n2)cc1,-4%,?,18%,6,-13%,?

Quoted at random: five compounds from above
compound,Sm TGR block,AmpC detergent,AMA1 RON2 block,HCMV inh,AmpC no deterg,FBPA Giardia inh
Fc1ccc(Br)cc1C1C=C(c2ccc(Br)cc2)Nc2nnnn21 (centres undefined),-24%,6%,/,-10,/,/
O=C(Nc1ccc(Cl)cc1)N1CCCN(Cc2ccc(F)cc2)C1,-3%,?,-4%,49,1%,-3%
OC(CN(c1ccccc1)c1ccccc1)Cn1cnc2ccccc21 (centres undefined),2%,18%,-5%,?,36%,-15%
CNc1ccncc1S(=O)(=O)NC,-1%,?,-1%[2.32 µM],-21,-14%,2%
COc1ccc(NC(=S)N2CCN(C(=O)c3ccco3)CC2)c(OC)c1,-20%,1%,0%,-17,-18%,-9%

Compound activity from PubChem.
